Screening data (PubChem BioAssay)
WT yeast gro inh = growth inhibition of WT yeast, mitochondrial fusion screen | inhibition, % at 10 µM | mitochondrial fusion phenotypic screen, WT strain | 2.1% of 190,000 active; in the data active means inhibition above about 58%; tested in S. cerevisiae
CSM14.1 death rescue = rescue of cells from ER stress-induced death, primary screen, 384-well, CSM14.1, thapsigargin, ATP luminescence (AID 1222) | cellular ATP content (survival), % at 20 µM, or EC50 in µM where a hit was titrated | 190,000 tested, under 10 active | CSM14.1 thapsigargin-induced death rescue, ATP luminescence; higher % means a stronger effect;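 active means EC50 below 50 µM in the dose-response confirmation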;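 further: death triggered by thapsigargin at about 15 µM added after 2 h compound pretreatment; cell ATP read after overnight thapsigargin exposure of roughly 18 to 22 hours; normalized against plate controls of thapsigargin alone and 5% DMSO vehicle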
Dengue-2 NS5 capping = Dengue-2 NS5 methyltransferase inhibitors, primary screen, biochemical, confirmation dose response (AID 588689). Dengue-2 NS5 methyltransferase capping enzyme assay, biochemical; higher % means a stronger effect. one-dose inhibition, % at 25 µM; IC50 in µM for titrated hits. 0.3% of 340,000 active; in the data active means a potency from the dose series; inconclusive means inhibition above about 29% without an active follow-up result
Yfh1-depleted yeast = mitochondrial function rescue without frataxin homolog – Friedreich's ataxia, plus single-dose screen, dose response (AID 1465). S. cerevisiae Yfh1-off respiration, WST-1 reduction, 72 h; higher fold induction means a stronger effect. fold induction at 50 µM; hits with a dose series show EC50 in µM. 0.074% of 220,000 active;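 active means fold induction of absorbance versus untreated yeast above a set limit, then at least 30% activation at any dose in follow-up; inconclusive means repeats straddling the limit, or above it without dose testing; inactive means fold induction below the set limit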;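 further: activators that raise dye reduction in frataxin-depleted yeast; strong numbers were not always called active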
SV40 large T antigen = SV40 large T antigen inhibitors, biochemical (AID 1903); SV40 large T antigen ATPase/helicase inhibition assay; higher % means a stronger effect; inhibition, % at 20 µM, or IC50 in µM where a hit was titrated; 0.39% of 310,000 active; in the data active means a potency from the dose series; inconclusive means inhibition mostly from about 32% at the one dose, without a potency; inactive means the rest, 99 in 100 with inhibition below about 32%; further: strong numbers were not always called active
West Nile virus CPE = inhibition of WNV-induced cytopathic effect – cell-based, CPE readout (AID 1621) | West Nile virus-infected cells, CPE inhibition; higher % means a stronger effect | 0.02% of 290,000 active | one-dose CPE inhibition, % at 10 µM; IC50 in µM for titrated hits; in the data active means a potency from the dose series; inconclusive means CPE inhibition mostly from about 3.7% at the one dose, without a potency; inactive means the rest, 99 in 100 with CPE inhibition below about 2.2%; further: strong numbers were not always called active
XIAP antagonists = small molecules displacing peptide from XIAP – biochemical, IAP family, fluorescence polarization (AID 1018). 0.007% of 200,000 active. XIAP BIR domain, fluorescence polarization peptide displacement; higher % means a stronger effect. displacement, % at 20 µM; hits with a dose series show IC50 in µM; in the data active means displacement above about 50%; further: a part of the inactive calls stands beside numbers as strong as those of hits
K1F lysis inhibition = protection from phage-mediated lysis, alamar blue read-out – E. coli UTI89, K1F phage, bacterial capsule biogenesis inhibitors (AID 488966); inhibition, % at 100 µM, or IC50 in µM where a hit was titrated; 0.02% of 340,000 active; E. coli UTI89 K1F phage lysis, alamar blue, 2 h; higher % means a stronger effect;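 active means phage lysis inhibition, versus mean bacterial control, above a set limit; inconclusive means no clear call, values can overlap the other calls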;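 further: capsule biogenesis inhibitors block K1F phage lysis so surviving cells raise fluorescence; higher fluorescence means more inhibition of phage lysis; actives were called in the ten point dose series up to 300 µM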
RSV antiviral HEp-2 = RSV antiviral activity via CPE protection, HEp-2 cells, primary 10 µM value included (AID 2391) | 0.13% of 310,000 active | CPE inhibition, % at 10 µM, or IC50 in µM where a hit was titrated | HEp-2 cells, RSV-induced CPE inhibition; higher % means a stronger effect; in the data active means a potency from the dose series; inconclusive means CPE inhibition mostly from about 23% at the one dose, without a potency; inactive means the rest, 99 in 100 with CPE inhibition below about 21%; further: strong numbers were not always called active
WT yeast gro inh mutant strain = recorded beside WT yeast gro inh, whose call it bears; inhibition, %; mitochondrial fusion phenotypic screen, mutant strain inhibition
An asterisk follows results filed as active; i = inactive; ? = inconclusive; · = not tested or not shown; [ ] = remark or other dose.

Abbreviations: A = WT yeast gro inh; B = WT yeast gro inh mutant strain; C = CSM14.1 death rescue; D = Dengue-2 NS5 capping; E = Yfh1-depleted yeast; F = SV40 large T antigen; G = West Nile virus CPE; H = XIAP antagonists; I = K1F lysis inhibition; J = RSV antiviral HEp-2
CCOc1cc(C2C(C(=O)OC(C)C)=C(C)N=C3SCCC(=O)N32)ccc1OC(C)=O (stereo not drawn)
  A: -2	B: -10	C: -2.8%	D: -13%	E: i	F: 3%	G: -0.2%	H: -5.1%	I: 0.9%	J: 2.2%

COc1ccccc1N1CCN(C2CCC(C)CC2)CC1 (stereo not drawn)
  A: ·	B: ·	C: ·	D: -3%	E: ·	F: 16%	G: -0.2%	H: ·	I: 0.7%	J: -0.3%

CN1C(=O)/C(=C2\SC(N)=NC2=O)c2ccccc21
  A: -24	B: 4	C: -2.0%	D: -3%	E: ·	F: 7%	G: ·	H: -1.1%	I: 1.5%	J: 9.2%

CC1CCCN(C(c2ccccc2)c2sc3ncnn3c2O)C1 (stereo not drawn)
  A: 7	B: 1	C: -0.3%	D: -3%	E: i	F: 10%	G: -0.2%	H: -6.8%	I: 1.1%	J: 0.8%

CCCn1c2ccccc2c2cnn(CC(=O)N3CCN(C4CCCCC4)CC3)c(=O)c21
  A: ·	B: ·	C: ·	D: -5%	E: ·	F: 11%	G: -0.4%	H: ·	I: 4.0%	J: -1.7%

COC(=O)C1=C(C)N=c2s/c(=C/c3cccs3)c(=O)n2C1c1ccc(F)cc1 (stereo not drawn)
  A: 19	B: -9	C: 0.1%	D: -4%	E: i	F: -3%	G: 0.1%	H: -1.6%	I: 0.0%	J: 2.0%

Cc1cc2nc3n(c2cc1C)CC1CC(C(=O)NCc2cccc(C(F)(F)F)c2)N(C)C31 (stereo not drawn)
  A: ·	B: ·	C: ·	D: 6%	E: i	F: 4%	G: -0.4%	H: ·	I: -0.2%	J: 0.0%

NC(=O)c1cnn2c(C(F)(F)F)cc(-c3ccc(F)cc3)nc12
  A: 9	B: 5	C: 3.2%	D: -1%	E: i	F: 18%	G: -0.1%	H: -9.6%	I: -2.0%	J: 2.7%

CCn1c(CSc2nc3ccccc3n2C)nc2ccccc21
  A: 9	B: 5	C: -1.1%	D: -6%	E: i	F: 5%	G: -0.1%	H: -2.1%	I: 0.1%	J: 3.1%

C=C(C)Cn1c(CCCNC(=O)CC)nc2ccccc21
  A: -5	B: 6	C: 1.5%	D: -4%	E: i	F: 10%	G: -1.4%	H: 0.6%	I: 3.5%	J: 1.5%

O=C(Nc1ccccc1)NC1CCN(Cc2nnnn2C2CCCCC2)CC1
  A: 14	B: 14	C: 2.9%	D: -7%	E: i	F: 5%	G: -0.2%	H: -5.3%	I: -0.2%	J: -1.6%

O=C(COc1ccc(Cl)cc1)Nc1ccccc1Cl
  A: ·	B: ·	C: ·	D: ·	E: ·	F: -5%	G: 0.0%	H: ·	I: 0.8%	J: 2.2%

CC1=C/C(=N\NC(=O)c2ccccc2)CC1
  A: -26	B: -21	C: 3.3%	D: 8%	E: i	F: 27%	G: 0.3%	H: -11%	I: 0.0%	J: 1.5%

COc1ccccc1C(=O)NCC(=O)N1CCN(S(=O)(=O)c2ccc3c(c2)OCCO3)CC1
  A: ·	B: ·	C: ·	D: -9%	E: ·	F: 18%	G: ·	H: ·	I: 0.3%[50 µM]	J: -1.7%

O=C(O)c1cc(-c2ccncc2)nc2ccc(S(=O)(=O)N3CCOCC3)cc12
  A: -2	B: 4	C: -2.1%	D: 0%	E: i	F: 3%	G: -0.7%	H: -3.1%	I: 2.0%	J: 0.3%

CCC(CO)(CO)N(CC(=O)Nc1ccc(OC)cc1)CC(=O)Nc1ccc(OC)cc1
  A: ·	B: ·	C: ·	D: -6%	E: ·	F: 22%	G: -0.5%	H: ·	I: 0.2%	J: 11%

O=C(Nc1ccccc1)c1ccccc1N=Cc1ccccc1O
  A: -3	B: -22	C: -4.2%	D: -2%	E: i	F: 10%	G: 0.0%	H: -6.6%	I: 1.5%	J: 0.4%

S=C(c1ccc(-c2ccc(Cl)cc2)o1)N1CCCCC1
  A: 55	B: 9	C: -4.1%	D: -2%	E: i	F: 7%	G: -0.7%	H: -4.9%	I: 0.1%	J: 13%

CC(=O)N/C(=C\c1ccccc1)C(=O)OCC(=O)NC(=O)c1ccccc1
  A: ·	B: ·	C: ·	D: 6%	E: ·	F: 12%	G: ·	H: ·	I: 1.5%[50 µM]	J: 0.2%

Cc1cccc(C(=O)Nc2nnc(COc3ccccc3)s2)c1
  A: 17	B: 11	C: -1.2%	D: -9%	E: i	F: ·	G: -0.7%	H: -1.7%	I: 0.6%	J: 3.2%

COc1ccc(N(CC(=O)Nc2cccc(C(F)(F)F)c2)S(C)(=O)=O)cc1
  A: 6	B: -9	C: 3.3%	D: -3%	E: i	F: 7%	G: -1.4%	H: -0.6%	I: -0.5%	J: 6.3%

COc1ccc(/C=N/NC(=O)c2ccc(Br)cc2)cc1Cn1cc(Cl)cn1
  A: 5	B: -13	C: -3.7%	D: -11%	E: i	F: 11%	G: -0.7%	H: -6.8%	I: -0.2%	J: 1.6%

O=C1CCCN1CCCNC(=S)Nc1ccccc1Cl
  A: -7	B: -9	C: -1.0%	D: 0%	E: i	F: 9%	G: -0.1%	H: -2.3%	I: 0.1%	J: -0.8%

C=CCN(CC=C)C(=S)Nc1ccccc1
  A: 1	B: -3	C: 0.2%	D: -2%	E: i	F: 24%	G: 1.0%	H: 1.0%	I: 4.5%	J: 0.8%

CC(=O)Oc1ccc2c(c1)c(C(C)=O)c(C)n2C
  A: 0	B: 14	C: ·	D: 3%	E: i	F: -2%	G: 1.2%	H: 2.2%	I: 6.2%	J: 2.4%

Next compounds follow:
Abbreviations: A = WT yeast gro inh; B = WT yeast gro inh mutant strain; C = CSM14.1 death rescue; D = Dengue-2 NS5 capping; E = Yfh1-depleted yeast; F = SV40 large T antigen; G = West Nile virus CPE; H = XIAP antagonists; I = K1F lysis inhibition; J = RSV antiviral HEp-2
CSc1nccc(N2CCN(c3ccc(F)cc3)CC2)n1
  A: 42	B: 56	C: 5.7%	D: 2%	E: i	F: 18%	G: -0.7%	H: -8.2%	I: 0.7%	J: 1.3%

O=c1[nH]c2ccc(NC(=S)Nc3ccc(F)cc3)cc2[nH]1
  A: ·	B: ·	C: ·	D: 0%	E: i	F: 18%	G: 0.8%	H: ·	I: -0.2%	J: 0.2%

CCOc1ncccc1C(=O)NCCc1ccc(OC)cc1
  A: ·	B: ·	C: ·	D: -2%	E: ·	F: -4%	G: 0.4%	H: ·	I: 0.0%	J: 1.8%

O=C(CSc1nnc(-c2ccc(OC(F)F)cc2)o1)NC(=O)NCc1ccco1
  A: -22	B: -7	C: -0.3%	D: 0%	E: i	F: 8%	G: -0.7%	H: -2.2%	I: -0.1%	J: 1.5%

COc1cc(NC(=O)CN2C(=O)COc3ccc(S(=O)(=O)N4CCCC4)cc32)cc(OC)c1
  A: ·	B: ·	C: ·	D: 3%	E: ·	F: 6%	G: 0.4%	H: ·	I: 0.0%	J: 3.2%

Cc1ccc(-c2cc(C(=O)Nc3ccc(S(=O)(=O)Nc4onc(C)c4C)cc3)c3ccccc3n2)cc1
  A: -7	B: 7	C: -0.1%	D: -5%	E: i	F: 15%	G: 0.1%	H: -2.6%	I: -0.5%	J: ?

Cc1nc(-c2cccnc2)sc1C(=O)Nc1cccc(C(F)(F)F)c1
  A: 23	B: 9	C: 4.7%	D: -5%	E: i	F: 5%	G: -0.6%	H: -4.5%	I: -0.2%	J: 20%

COc1ccc(N(C(=O)c2ccn[nH]2)C(C(=O)NC(C)(C)C)c2ccc(F)cc2)cc1 (stereo not drawn)
  A: -26	B: -12	C: -0.3%	D: 2%	E: i	F: 0%	G: -0.3%	H: -3.8%	I: -0.2%	J: -1.2%

Cc1cc(-c2ccc(Cl)cc2)n2nc(C)cc2n1
  A: ·	B: ·	C: ·	D: -2%	E: ·	F: 8%	G: 0.1%	H: ·	I: 0.1%	J: 8.4%

O=C1Cc2ccccc2C(=O)N1c1cccc(Cl)c1
  A: ·	B: ·	C: ·	D: -7%	E: ·	F: 3%	G: -0.1%	H: ·	I: -0.6%	J: 0.0%

CCOC(=O)C(NC(=O)OC(C)C)(Nc1nccs1)C(F)(F)F (stereo not drawn)
  A: 6	B: 3	C: -2.6%	D: 3%	E: i	F: 14%	G: 0.0%	H: 2.1%	I: 0.0%	J: 1.7%

COc1ccccc1C(=O)Nc1c2c(nn1-c1cccc(C)c1C)CS(=O)C2 (stereo not drawn)
  A: 2	B: 12	C: -0.1%	D: -5%	E: ·	F: 15%	G: ·	H: -8.2%	I: 2.4%	J: 2.6%

CN(C)c1ccc(P(=O)(Nc2ccccc2)N2CCOCC2)c(NC(=O)c2cccs2)c1 (stereo not drawn)
  A: -17	B: -1	C: -3.3%	D: 1%	E: i	F: 7%	G: -0.2%	H: -10%	I: 4.1%	J: 2.3%

COc1cc(CNCCNC(=O)c2cccs2)cc(OC)c1OC
  A: -18	B: -11	C: -0.4%	D: -3%	E: i	F: ·	G: -0.6%	H: -8.5%	I: 0.0%	J: 1.1%

O=C(Nc1ccc(S(=O)(=O)N2CCOCC2)cc1)c1ccccc1F
  A: ·	B: ·	C: ·	D: -5%	E: ·	F: 9%	G: -0.5%	H: ·	I: 0.0%	J: 1.0%

COc1ccccc1/C=N/NC(=O)C(=O)NCc1cccnc1
  A: -7	B: 0	C: 2.4%	D: 1%	E: i	F: ·	G: -0.1%	H: 8.3%	I: -1.8%	J: 0.7%

COc1cc(OC)cc(-c2nc(N)n[nH]2)c1
  A: -1	B: -2	C: -0.2%	D: 5%	E: i	F: 9%	G: 0.0%	H: -2.7%	I: 0.1%	J: 1.8%

Cc1ccc(F)cc1NC(=O)c1sc2ncn(CC(=O)N3CCN(c4ccccn4)CC3)c(=O)c2c1C
  A: ·	B: ·	C: ·	D: -6%	E: ·	F: ·	G: 0.0%	H: ·	I: 0.2%	J: 3.1%

CCCc1nc(SC)[nH]c(=O)c1C
  A: ·	B: ·	C: ·	D: -3%	E: i	F: 12%	G: -0.4%	H: ·	I: -1.7%	J: 15%

4 compounds from above, arranged by their value in West Nile virus CPE, largest number first:
compound | WT yeast gro inh mutant strain | Dengue-2 NS5 capping | SV40 large T antigen | West Nile virus CPE | XIAP antagonists | RSV antiviral HEp-2
CCOc1ncccc1C(=O)NCCc1ccc(OC)cc1 | · | -2% | -4% | 0.4% | · | 1.8%
COc1cc(OC)cc(-c2nc(N)n[nH]2)c1 | -2 | 5% | 9% | 0.0% | -2.7% | 1.8%
O=C(Nc1ccc(S(=O)(=O)N2CCOCC2)cc1)c1ccccc1F | · | -5% | 9% | -0.5% | · | 1.0%
CSc1nccc(N2CCN(c3ccc(F)cc3)CC2)n1 | 56 | 2% | 18% | -0.7% | -8.2% | 1.3%
